SK-BR-3 tox 24h = SK-BR-3 proliferation inhibitors; viability, % at 10 µM; hit rate 0.47% among 41,000; SK-BR-3 viability, CellTiter-Glo ATP luminescence, 24 h; stronger effect = lower value;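 active = viability at or below the median of all test compounds minus 3 SD, in both replicates if run twice, cut at about 45% in these data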;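 note: 100% = median untreated cell wells and 0% = median positive control drug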
* hit, by the source's call. A portion of the library (hit frequency here may not be typical).

Nc1nnc(SCC(=O)Nc2ccccc2N2CCOCC2)s1
  SK-BR-3 tox 24h: 85

Cc1cc(C)nc(Sc2ccc3nnnn3n2)n1
  SK-BR-3 tox 24h: 91

Nc1ccc(C(=O)c2ccc3c(c2)OCCO3)cc1N
  SK-BR-3 tox 24h: 87

COc1ccc(C2(O)CCN(C(=O)c3ccc4c(c3)OCO4)CC2)cc1
  SK-BR-3 tox 24h: 87

CSc1ccc(Cl)c(C(=O)NCC(C)C)c1
  SK-BR-3 tox 24h: 108

Nc1nc2n(n1)C(c1cccs1)CC(c1ccccc1)N2 (stereo not given)
  SK-BR-3 tox 24h: 97

COc1cccc(-c2nnc(SCC(N)=O)n2-c2ccc(Cl)cc2)c1
  SK-BR-3 tox 24h: 87

CC(C)OC(=O)CSc1nnc(-c2cccnc2)n1Cc1ccccc1
  SK-BR-3 tox 24h: 76

COc1ccc(-n2cnc3cc(NCc4cccs4)ccc32)cc1
  SK-BR-3 tox 24h: 93

COc1ccc(Cn2c(C)nc3c(c2=O)c2nc4ccccc4nc2n3Cc2ccco2)cc1
  SK-BR-3 tox 24h: 84

Cc1nn(CC(=O)Nc2ccc3c(c2)oc2ccccc23)c(=O)c2ccccc12
  SK-BR-3 tox 24h: 67

COc1ccccc1N1CCN(C(=O)CN(Cc2ccc(Cl)cc2)S(C)(=O)=O)CC1
  SK-BR-3 tox 24h: 72

COc1ccc(OCc2nnc(SCC(=O)O)n2N)cc1
  SK-BR-3 tox 24h: 99

Cc1nnc(SCc2ccccc2F)n1NCc1cccs1
  SK-BR-3 tox 24h: 89

Cc1cccc(C)c1-n1nnnc1S(=O)(=O)Cc1ccccc1Cl
  SK-BR-3 tox 24h: 96

Next part; the last 2 above are carried over.
Cc1nnc(SCc2ccccc2F)n1NCc1cccs1
  SK-BR-3 tox 24h: 89

Cc1cccc(C)c1-n1nnnc1S(=O)(=O)Cc1ccccc1Cl
  SK-BR-3 tox 24h: 96

Cc1cc2c(C)nc(Cc3ccccc3)nc2o1
  SK-BR-3 tox 24h: 94

CCN(C(=O)c1cccc(F)c1)c1ccccc1C
  SK-BR-3 tox 24h: 84

c1csc(CN2CCN(Cc3cccs3)C2c2cccs2)c1
  SK-BR-3 tox 24h: 82

O=C(c1cccs1)N1CCC(c2ccccc2)C1 (stereo not given)
  SK-BR-3 tox 24h: 82

O=C(O)C1CCCN1S(=O)(=O)c1ccc2[nH]c(=O)c(=O)[nH]c2c1 (stereo not given)
  SK-BR-3 tox 24h: 126

CC1CCCC(C)N1C(=O)c1cc(F)c(F)cc1Cl (stereo not given)
  SK-BR-3 tox 24h: 88

COC(=O)c1ccc(NC(=O)CNC(=O)C2CCCCC2)c(C)c1
  SK-BR-3 tox 24h: 98

CS(=O)(=O)N1CCc2cc(C(=O)N3CCOCC3)ccc21
  SK-BR-3 tox 24h: 86

CCN(CC)c1ccc(CNC23CN4CN(CN(C4)C2)C3)cc1
  SK-BR-3 tox 24h: 97

CCOc1cc(N2CCOCC2)c(OCC)cc1NC(=O)CN1CCc2ccccc2C1
  SK-BR-3 tox 24h: 66

CCCn1c(N2CCN(C(=O)N3CCCCC3)CC2)nc2ccccc21
  SK-BR-3 tox 24h: 92

O=C(c1ccc(F)cc1)C(CN1CCOCC1)c1ccccc1 (stereo not given)
  SK-BR-3 tox 24h: 22*

CCCCCCN=CC1=C(O)C(C(=O)OC)C(C)(C)CC1=O (stereo not given)
  SK-BR-3 tox 24h: 93

COC(=O)C1=C(C)NC(=O)NC1C1CC=CCC1 (stereo not given)
  SK-BR-3 tox 24h: 109

CCOc1ccc(-n2cc(C(=O)NCc3ccco3)c3cc(OC)c(OC)cc3c2=O)cc1
  SK-BR-3 tox 24h: 90

Fc1ccc(CNc2ncnc3c2cnn3-c2ccccc2)cc1
  SK-BR-3 tox 24h: 86

CCCCCC(=O)Nc1ccc2oc(-c3cccnc3)nc2c1
  SK-BR-3 tox 24h: 111

O=c1oc2ccccc2c(N2CCCCC2)c1CN1CCCCC1
  SK-BR-3 tox 24h: 82

CS(=O)(=O)N1CCN(C(=O)c2cc(-c3cccs3)nc3ccccc23)CC1
  SK-BR-3 tox 24h: 82

CCOCCCNC(=O)N[C@@H](Cc1ccccc1)C(=O)OC
  SK-BR-3 tox 24h: 89

CC(C)Oc1ccc(C2CC(=O)NC3=C2C(=O)CCC3)cc1 (stereo not given)
  SK-BR-3 tox 24h: 104

CCCCOc1nc2ccccc2nc1C(C#N)C(=O)NC1CCCCC1 (stereo not given)
  SK-BR-3 tox 24h: 108

CCCCCNc1nc(N2CCCC2)c2c(c1C#N)CCN(C)C2
  SK-BR-3 tox 24h: 79

Cc1cc(=O)[nH]c2c1c(=O)[nH]n2C1CC(C)N(C)CC1C (stereo not given)
  SK-BR-3 tox 24h: 109

Cc1ccc(S(=O)(=O)NCCC(=O)Nc2ccc3c(c2)OCO3)cc1
  SK-BR-3 tox 24h: 93

CC(=O)Nc1cccc(NC(=O)c2cc(C)on2)c1
  SK-BR-3 tox 24h: 89

COc1cccc(CNC(=O)C2CCN(c3cnccn3)CC2)c1
  SK-BR-3 tox 24h: 117

O=C(O)c1ccccc1Nc1cccc(C(F)(F)F)c1
  SK-BR-3 tox 24h: 120

CC1Cc2cc(/C(O)=C3/C(=O)C(=O)N(CCCn4ccnc4)C3c3ccco3)ccc2O1 (stereo not given)
  SK-BR-3 tox 24h: 94

CCN(CC)S(=O)(=O)c1cccc2cc(C(=O)O)c(O)cc12
  SK-BR-3 tox 24h: 94

Taken from above:
For SK-BR-3 tox 24h, Fc1ccc(CNc2ncnc3c2cnn3-c2ccccc2)cc1 reads 86
For SK-BR-3 tox 24h, CS(=O)(=O)N1CCN(C(=O)c2cc(-c3cccs3)nc3ccccc23)CC1 reads 82
For SK-BR-3 tox 24h, COc1cccc(CNC(=O)C2CCN(c3cnccn3)CC2)c1 reads 117

The list continues.
C=CCn1c(C)nc2c(c1=O)c1nc3ccccc3nc1n2-c1ccc(C)cc1
  SK-BR-3 tox 24h: 106

COc1ccc(-n2c(CSc3nc(C)cc(C)n3)nnc2SCC(=O)Nc2nccs2)cc1
  SK-BR-3 tox 24h: 74

Cc1ccc(-c2cc(C(=O)O)n[nH]2)o1
  SK-BR-3 tox 24h: 87

O=C1CC(NCc2ccncc2)C(=O)N1c1ccc(Cl)cc1 (stereo not given)
  SK-BR-3 tox 24h: 74

CCOC(=O)CSc1nnc2n(Cc3ccccc3)c(=O)c3c4c(sc3n12)CCC4
  SK-BR-3 tox 24h: 98

Cn1cnnc1SCC(=O)N(Cc1ccc2c(c1)OCO2)C1(C(=O)NC2CCCCC2)CCCC1
  SK-BR-3 tox 24h: 83

Cn1c(Cn2nnc3ccccc32)nnc1SCC(=O)NCc1ccc2c(c1)OCO2
  SK-BR-3 tox 24h: 99

COC(=O)C1=C(C)OC(N)=C(C#N)C1c1ccc(OC)c(OC)c1OC (stereo not given)
  SK-BR-3 tox 24h: 104

O=S(=O)(Nc1ccc(Cc2ccncc2)cc1)N1CCCC1
  SK-BR-3 tox 24h: 106

O=C(NC1CCCCC1)c1cc2nc(-c3ccco3)cc(C(F)(F)F)n2n1
  SK-BR-3 tox 24h: 91

O=C(Nc1ccccc1N1CCN(C(=O)c2ccc(Cl)cc2)CC1)c1ccc2c(c1)OCO2
  SK-BR-3 tox 24h: 85

CC(=NCC1CCNCC1)C1=C(O)CC(C)(C)CC1=O
  SK-BR-3 tox 24h: 103

COc1ccccc1Cc1noc(C(C)(C)NC(=O)c2ccccc2)n1
  SK-BR-3 tox 24h: 103

COc1ccc(C2C(C(C)=O)=C(O)C(=O)N2CCc2ccccc2)c(OC)c1 (stereo not given)
  SK-BR-3 tox 24h: 98

O=C1OC(c2ccc(O)cc2)(c2ccc(O)cc2)c2ccccc21
  SK-BR-3 tox 24h: 91

Taken from the results shown for reference:
CCCCCNc1nc(N2CCCC2)c2c(c1C#N)CCN(C)C2
  SK-BR-3 tox 24h: 79

Cc1cc(=O)[nH]c2c1c(=O)[nH]n2C1CC(C)N(C)CC1C (stereo not given)
  SK-BR-3 tox 24h: 109

Cc1ccc(S(=O)(=O)NCCC(=O)Nc2ccc3c(c2)OCO3)cc1
  SK-BR-3 tox 24h: 93

CC(=O)Nc1cccc(NC(=O)c2cc(C)on2)c1
  SK-BR-3 tox 24h: 89

COc1cccc(CNC(=O)C2CCN(c3cnccn3)CC2)c1
  SK-BR-3 tox 24h: 117

O=C(O)c1ccccc1Nc1cccc(C(F)(F)F)c1
  SK-BR-3 tox 24h: 120

CC1Cc2cc(/C(O)=C3/C(=O)C(=O)N(CCCn4ccnc4)C3c3ccco3)ccc2O1 (stereo not given)
  SK-BR-3 tox 24h: 94

CCN(CC)S(=O)(=O)c1cccc2cc(C(=O)O)c(O)cc12
  SK-BR-3 tox 24h: 94

C=CCn1c(C)nc2c(c1=O)c1nc3ccccc3nc1n2-c1ccc(C)cc1
  SK-BR-3 tox 24h: 106

COc1ccc(-n2c(CSc3nc(C)cc(C)n3)nnc2SCC(=O)Nc2nccs2)cc1
  SK-BR-3 tox 24h: 74

Cc1ccc(-c2cc(C(=O)O)n[nH]2)o1
  SK-BR-3 tox 24h: 87

O=C1CC(NCc2ccncc2)C(=O)N1c1ccc(Cl)cc1 (stereo not given)
  SK-BR-3 tox 24h: 74

CCOC(=O)CSc1nnc2n(Cc3ccccc3)c(=O)c3c4c(sc3n12)CCC4
  SK-BR-3 tox 24h: 98

Cn1cnnc1SCC(=O)N(Cc1ccc2c(c1)OCO2)C1(C(=O)NC2CCCCC2)CCCC1
  SK-BR-3 tox 24h: 83

Cn1c(Cn2nnc3ccccc32)nnc1SCC(=O)NCc1ccc2c(c1)OCO2
  SK-BR-3 tox 24h: 99

COC(=O)C1=C(C)OC(N)=C(C#N)C1c1ccc(OC)c(OC)c1OC (stereo not given)
  SK-BR-3 tox 24h: 104

O=S(=O)(Nc1ccc(Cc2ccncc2)cc1)N1CCCC1
  SK-BR-3 tox 24h: 106

O=C(NC1CCCCC1)c1cc2nc(-c3ccco3)cc(C(F)(F)F)n2n1
  SK-BR-3 tox 24h: 91

O=C(Nc1ccccc1N1CCN(C(=O)c2ccc(Cl)cc2)CC1)c1ccc2c(c1)OCO2
  SK-BR-3 tox 24h: 85

CC(=NCC1CCNCC1)C1=C(O)CC(C)(C)CC1=O
  SK-BR-3 tox 24h: 103

COc1ccccc1Cc1noc(C(C)(C)NC(=O)c2ccccc2)n1
  SK-BR-3 tox 24h: 103

Additional compounds
COC(=O)[C@H]1C2CCC(C(=O)OC)(CC2)[C@H]1C(=O)OC
  SK-BR-3 tox 24h: 76

O=C(Nc1ccccc1)NC1CS(=O)(=O)CC1O (stereo not given)
  SK-BR-3 tox 24h: 92

CC1(C)CNC(=O)c2sc(NC(=O)CN3CCOCC3)nc2C1
  SK-BR-3 tox 24h: 92

Cc1ccc(-c2noc(CCC(=O)NCCCN3CCN(c4ccc(F)cc4)CC3)n2)cc1
  SK-BR-3 tox 24h: 65

O=C(CCSc1nc(-c2ccco2)cc(C(F)(F)F)n1)Nc1ccc2c(c1)OCO2
  SK-BR-3 tox 24h: 72

Cc1cc(N2CCN(c3ccccc3)CC2)nc(NCc2ccccc2)n1
  SK-BR-3 tox 24h: 73

c1ccc(-c2ccc(OCCCn3cncn3)cc2)cc1
  SK-BR-3 tox 24h: 83

COc1cccc(C2=NO[C@@H]3C(=O)N(Cc4ccccc4)C(=O)[C@H]23)c1OC
  SK-BR-3 tox 24h: 94

Cc1cccc(C)c1OCC(=O)Nc1cccc(-c2nnc(-c3ccccc3)o2)c1
  SK-BR-3 tox 24h: 99

CC(NC(=O)C1CCC1)c1ccccc1 (stereo not given)
  SK-BR-3 tox 24h: 104

CC1CCCC(NC(=O)CSc2nnnn2C)C1C (stereo not given)
  SK-BR-3 tox 24h: 86

COC(=O)C(O)(CC(=O)Nc1ccc(OC(F)(F)F)cc1)C(F)(F)F (stereo not given)
  SK-BR-3 tox 24h: 95

CC(C(=O)N1CCOCC1)N1c2cccc3cccc(c23)S1(=O)=O (stereo not given)
  SK-BR-3 tox 24h: 86

COc1cc(OC)cc(-c2nnc(SCC(=O)N3c4ccccc4Sc4ccccc43)o2)c1
  SK-BR-3 tox 24h: 93

Cn1c(=O)c(=O)n(C)c2cc(S(=O)(=O)N3CCC(Cc4ccccc4)CC3)ccc21
  SK-BR-3 tox 24h: 99

COc1cccc(C(c2nnnn2Cc2ccc(F)cc2)N2CCC(C(N)=O)CC2)c1OC (stereo not given)
  SK-BR-3 tox 24h: 82

CCn1c2ccccc2c2cc(C3N=C(N)Nc4nc5ccccc5n43)ccc21 (stereo not given)
  SK-BR-3 tox 24h: 85

Cc1cccc2cc(C(c3nnnn3Cc3ccccc3)N3CCN(c4ccccc4)CC3)c(=O)[nH]c12 (stereo not given)
  SK-BR-3 tox 24h: 98

Compound activity: PubChem BioAssay, SRMLSC
